Tau fibril ThT = tau fibrillization inhibition (ThT binding); AID 1460; P10636; 2.1% of 270,000 active; recombinant tau K18 P301L, heparin-induced fibrillization, ThT fluorescence; Potency, µM (highest dose often 57.4 µM), for the others: at the highest dose activity, negative = inhibition, hits mostly inhibitors; further: nearly all actives have a fitted effect of over 55% in size
Target sequence (P10636 561-689 P618L limits assumed): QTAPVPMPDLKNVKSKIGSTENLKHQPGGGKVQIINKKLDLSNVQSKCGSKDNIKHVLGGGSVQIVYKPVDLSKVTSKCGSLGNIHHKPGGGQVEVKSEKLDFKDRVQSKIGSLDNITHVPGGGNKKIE
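ThT emission at 510 nm, taken 1 hr after adding 30 uM dye, quantifies aggregates formed when 20 uM heparin acts on human tau K18 P301L for 6 hr at 37 C.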
Tau FP inhib = tau fibrillization inhibition (FP). K18 P301L tau heparin fibrillization, Alexa594 FP, 6 h. Potency, µM (titrated, usually from 57.7 µM), inactives show at the top dose activity, negative = inhibition, actives largely listed as inhibitors. AID 1468. 0.39% of 280,000 active. P10636; further: nearly all actives have a fitted effect of over 55% in size
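FP of Alexa 594-tau after heparin (20 uM) induction. Substrate: human K18 P301L, 15 uM unlabeled, 0.24 uM labeled. Buffer 100 mM sodium acetate pH 7. 6 hr, 37 C.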
KDM4E inh = blocks human JMJD2E demethylase activity; B2RXH2; JMJD2E catalytic domain, FDH-coupled NADH fluorescence (FDH is formaldehyde dehydrogenase); Potency, µM (series often up to 57.1 µM), without a hit: at the highest dose activity change, negative = inhibition, hits mostly inhibitors; 1.6% of 230,000 active; AID 2147; active means well fitted inhibition curve with a large enough effect, not every such curve was filed as active; inconclusive means small, poorly fitted or top-dose-only effect, or another doubt; inactive means no such curve, though single readings can be large or run the other way;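 further: 0% = wells with enzyme and -100% = buffer wells without enzyme; nearly all actives have a fitted effect of over 50% in size; many of its hits are not listed in these tables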
Target sequence (B2RXH2 1-337 limits assumed): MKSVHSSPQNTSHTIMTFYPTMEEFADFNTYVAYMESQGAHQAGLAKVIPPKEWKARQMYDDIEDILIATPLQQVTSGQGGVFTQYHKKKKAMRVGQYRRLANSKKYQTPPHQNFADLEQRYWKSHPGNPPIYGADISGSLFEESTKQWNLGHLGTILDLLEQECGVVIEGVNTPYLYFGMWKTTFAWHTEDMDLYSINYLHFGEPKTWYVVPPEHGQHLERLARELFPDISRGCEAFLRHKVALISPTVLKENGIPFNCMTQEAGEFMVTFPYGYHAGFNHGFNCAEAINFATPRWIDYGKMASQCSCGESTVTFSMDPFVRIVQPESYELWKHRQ
TexasRed fluor = counter-screen for TRb-SRC2 inhibitors: fluorescence interference; TRb/SRC2 Texas Red total fluorescence interference; Potency, µM (titrated, usually from 106 µM), for inactives: at the top dose fluorescence change, negative = quenching; 0.29% of 280,000 active; active means well fitted curve in either direction with a large enough effect; inconclusive means small, poorly fitted or top-dose-only effect
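Flags fluorescent or light-absorbing compounds by total fluorescence, S + 2P, at 555 nm excitation and 632 nm emission. Mixture: 20 nM Texas Red SRC2 peptide, 0.6 uM human TRb LBD, 1 uM T3, 5% DMSO; compound exposure 5 h at ambient temperature.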
RECQ1 helicase = RECQ1 (human) helicase inhibition. P46063. RECQ1 DNA unwinding, red fluorescence kinetic read. Potency, µM (series often up to 57.3 µM), for inactives: top-dose activity, negative = inhibition, most hits filed as inhibitors. 0.54% of 240,000 active;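 further: plate controls were vehicle for no effect and no enzyme for full effect; nearly all actives have a fitted effect of over 30% in size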
Target sequence (P46063 whole entry, looked up): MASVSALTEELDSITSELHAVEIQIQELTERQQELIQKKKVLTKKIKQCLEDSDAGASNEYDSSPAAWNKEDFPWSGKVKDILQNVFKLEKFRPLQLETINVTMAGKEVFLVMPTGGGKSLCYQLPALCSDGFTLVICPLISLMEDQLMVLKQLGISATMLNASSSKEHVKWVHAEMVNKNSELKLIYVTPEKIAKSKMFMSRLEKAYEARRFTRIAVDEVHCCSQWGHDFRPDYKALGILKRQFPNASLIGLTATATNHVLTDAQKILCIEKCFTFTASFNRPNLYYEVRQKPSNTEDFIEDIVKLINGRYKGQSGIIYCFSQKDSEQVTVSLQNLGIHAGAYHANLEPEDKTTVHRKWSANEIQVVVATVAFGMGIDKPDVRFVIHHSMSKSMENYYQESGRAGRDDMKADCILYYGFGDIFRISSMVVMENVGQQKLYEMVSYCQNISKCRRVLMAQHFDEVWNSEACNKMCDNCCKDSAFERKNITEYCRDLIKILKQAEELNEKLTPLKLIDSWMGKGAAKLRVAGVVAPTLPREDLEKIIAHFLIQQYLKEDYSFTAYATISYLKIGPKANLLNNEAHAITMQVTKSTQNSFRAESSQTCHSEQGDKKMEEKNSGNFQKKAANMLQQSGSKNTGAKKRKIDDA
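50 nM RECQ1T1 preincubated 15 min with compound in Tris pH 8.0 buffer with MgCl2, DTT, Tween-20 and 2.5 ug/ml poly(dI-dC); started with 200 nM TAMRA/BHQ-2 forked duplex and 2 mM ATP. Unwinding read as fluorescence (525/598 nm), two reads 2 h apart.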
GoLoco inh red = blocks human Gai1 binding to RGS12 GoLoco peptide, red readout; P63096; Gai1:RGS12 GoLoco peptide FP, rhodamine, 10 min; Potency, µM (doses to about 61.6 µM), for inactives: top-dose activity, negative = inhibition, actives largely listed as inhibitors; 0.44% of 230,000 active; AID 880; active means well fitted inhibition curve with a large enough effect, not every such curve was filed as active; inactive means no such curve, though single readings can be large or run the other way; further: nearly all actives have a fitted effect of over 30% in size; many of its hits are not listed in these tables
TRb-SRC2 inh = TRbeta-SRC2 interaction inhibition; AID 1469; Potency, µM (highest dose often 106 µM), inactives show top-dose activity change, negative = inhibition, usual class: inhibitors; TRbeta-SRC2 peptide binding, fluorescence polarization; receptor liganded with 1 µM T3; 0.065% of 280,000 active; P10828;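 further: plate controls were bound peptide for no effect and peptide without receptor for full effect; nearly all actives have a fitted effect of over 50% in size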
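Assay buffer: 20 mM Tris-HCl, 100 mM NaCl, 10% glycerol, 1 mM EDTA, 0.01% NP-40, 1 mM DTT, 1 uM T3, 5% DMSO; TRb LBD 0.6 uM, Texas Red SRC2 20 nM; FP after 5 hr.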
L3MBTL1 inh = L3MBTL1 (human) inhibition; AID 485360; Q9Y468; AlphaScreen L3MBTL1–H3K9me1 peptide binding; 0.66% of 230,000 active; Potency, µM (top dose mostly 57.1 µM), without a hit: at the top dose activity, negative = inhibition, most hits filed as inhibitors; further: nearly all actives have a fitted effect of over 60% in size
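AlphaScreen assay: L3MBTL1 (50 nM final) was preincubated 30 min at room temperature with biotinylated H3(1-15)K9me1 peptide (75 nM final), then 30 min with library compounds; streptavidin donor and nickel chelate acceptor beads (10 ug/mL final) added, 30 min dark.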
* = called active by the depositor; i = inactive; ? = inconclusive; . = no result given; & = joins results of further samples; [ ] = another dose, or the depositor's remark. Unless noted, the call rests on the fitted dose curve; in most records, active means well fitted curve in the direction sought with a large enough effect; inconclusive means small, poorly fitted or top-dose-only effect, or another doubt; inactive means no such curve, though single readings can be large; an effect the other way counts as inactive or inconclusive. Unless noted, on the % scale 0 is the no-effect control and ±100 the full control effect; potency means the concentration at half of the fitted maximal effect. Some of the compounds tested; the hit share may differ from the screen's.

SMILES	Tau fibril ThT	Tau FP inhib	KDM4E inh	TexasRed fluor	RECQ1 helicase	GoLoco inh red	TRb-SRC2 inh	L3MBTL1 inh
O=C(NCc1ccc(F)cc1)C1CCN(S(=O)(=O)c2ccc3c(c2)OCCCO3)CC1	-9%	-1%	0%	-2%	-4%	-9%	-10%	12%
CCN1C(=O)[C@H]2[C@H]3[C@H](O)[C@H](O)C/C(=N/OCC(C)C)[C@@H]3CC[C@@H]2C1=O	-7%[11.5 µM]	-7%[11.6 µM]	.	-2%[11.2 µM]	i[11.5 µM]	.	-2%[11.2 µM]	.
CNCCc1ccccn1	-12%&5%	-8%&10%	-11%	1%	-16%	7%	-1%	3%
CCOc1cc(/C=N/NC(=O)CSc2nncn2C)ccc1OC(=O)c1ccc(Cl)cc1	?	-4%	2%	1%	1%	-3%	2%	-6%
COC(=O)c1sccc1NC(=O)CC1C(=O)NCCN1C(=O)c1c(F)cccc1Cl (centres undefined)	0%	0%	9%	-5%	i	-3%	-4%	3%
CC(C)c1nccn1S(=O)(=O)c1cccc([N+](=O)[O-])c1	-2%	4%	6%	0%	-2%	7%	-5%	-6%
CCOc1ccc(-c2cc3nc(C4CCN(C(=O)OC(C)(C)C)CC4)c(C(=O)Nc4ccc(C(=O)OC)cc4)cn3n2)cc1	?	-12%	.	0%	.	.	-6%	.
C=CCN1CC(c2nc3ccccc3n2Cc2ccccc2)CC1=O (centres undefined)	-1%	6%	6%	3%	2%	6%	1%	8%
O=C(Nc1cccc(Cl)c1)Nc1nccs1	0%&1%	?	7%&-9%	-1%&-3%	-6%&10%	9%&7%	12%&-7%	0%&-13%
Cc1cc(C)c2c(c1)cc(C)c1nnc(SCC(=O)Nc3ccc(S(=O)(=O)N4CCCCC4)cc3)n12	-7%	-4%	?	1%	-6%	-2%	2%	6%
COc1ccc(/C(C)=N/N=C(N)N)c(O)c1	-12%	-11%	6%	-1%	0%	4%	7%	-9%
O=C(NCc1cccnc1)c1ccc(Cl)cc1[N+](=O)[O-]	4%	3%	8%	3%	1%	-4%	3%	5%
CCCCCCn1c(CN2CCN(CCO)CC2)nc2c1c(=O)n(C)c(=O)n2C	-2%	1%	6%	1%	-4%	5%	-8%	-12%
CCc1ccc(-n2nc3cc(C)c(NC(=O)c4cc(Cl)ccc4OC)cc3n2)cc1	2%	-2%	.	1%	.	.	4%	.
COC(=O)c1cccc(NC(=O)CN2CCC(NC(=O)c3cc(OC)c(OC)c(OC)c3)CC2)c1	-9%	-2%	6%	2%	i	3%	1%	-1%
O=C(Cn1nc(C(F)(F)F)c2c1CCCC2)NC1CCCC1	-2%	-3%	3%	-3%	i	-1%	5%	11%
CCCSc1ncc(Cl)c(C(=O)N(Cc2cccc(Cl)c2)C2CCS(=O)(=O)C2)n1 (centres undefined)	-4%	3%	.	9%	.	.	-1%	.
Cc1ccc2occ(/C=N/NC(=O)[C@@H](N)Cc3ccccc3)c(=O)c2c1	.	-5%	-1%	-2%	11%	1%	4%	.
COc1ccc(CCNC(=O)CSc2cc(=O)n(C)c3ccccc23)cc1OC	-7%	-6%	.	0%	.	.	-16%	.
Cc1ccc(CS(=O)(=O)CCC(=O)NCCCN2CCCC2)cc1	-7%	0%	0%	-1%	-10%	3%	2%	-14%

In the list so far, 2 have a nitro group on carbon:
SMILES	Tau fibril ThT	Tau FP inhib	KDM4E inh	TexasRed fluor	RECQ1 helicase	GoLoco inh red	TRb-SRC2 inh	L3MBTL1 inh
CC(C)c1nccn1S(=O)(=O)c1cccc([N+](=O)[O-])c1	-2%	4%	6%	0%	-2%	7%	-5%	-6%
O=C(NCc1cccnc1)c1ccc(Cl)cc1[N+](=O)[O-]	4%	3%	8%	3%	1%	-4%	3%	5%

The results go on:
SMILES	Tau fibril ThT	Tau FP inhib	KDM4E inh	TexasRed fluor	RECQ1 helicase	GoLoco inh red	TRb-SRC2 inh	L3MBTL1 inh
CCOC(=O)c1ccc(NC(=O)c2cn(CCC#N)nc2-c2ccc3c(c2)OCCO3)cc1	-6%	?	?	-2%	-22%	5%	3%	0%
CCC(=O)N1CCc2cc(S(=O)(=O)NC(CC(C)C)C(=O)Nc3cc(C)ccc3OC)ccc21 (centres undefined)	-10%	-4%	.	1%	.	.	-6%	.
O=C(CSc1ncnc2ccccc12)NCC(=O)c1ccccc1	-11%	-5%	-15%	-6%	-26%	-16%	9%	.
Cc1ccc(Sc2nc(C)c([N+](=O)[O-])c(C)c2C#N)cc1	.	-5%	1%	-1%	-6%	5%	2%	.
NC(=O)c1ccsc1NC(=O)C1CCCCC1	-4%	-2%	2%	2%	-11%	2%	5%	.
C=C1SC(=Nc2ccccc2Cl)N(C(=O)c2sc3ccccc3c2Cl)C12CCCCC2	-16%	-12%	-7%	-1%	i	-14%	6%	-3%
O=C(NC1CCCCC1)Oc1cc2oc(=O)sc2cc1Br	.	.	-15%	-4%	0%	-15%	2%	.
C=CC(C)(O)CCCC(C)CCCC(C)CCCC(C)C (centres undefined)	-14%	0%	0%	0%&0%	1%&1%	4%&12%	5%&6%	-7%
Cc1ccc(NC(=O)c2nc[nH]c2C(=O)Nc2ccc(C)cc2)cc1	0%	?	8%	-2%	9%	9%	-2%	6%
CCCOc1ccc(C(=O)c2ccccc2C(=O)O)cc1OCCC	-11%	3%	-1%	-6%	0%	-1%	-2%	-2%
CCN1CCN(c2ncc3c(n2)CCN(Cc2cccc(F)c2F)C3)CC1	-3%	4%	.	-1%	.	.	4%	.
O=C(Nc1ccccc1)c1ccc2nsnc2c1	?	-11%	3%	-2%	5%	-2%	-4%	-10%
CC(C)(C)[C@H]1C=C(C(=O)N2CCOCC2)O[C@@H](OCCCCO)C1	0%	6%	-2%	-1%	-1%	2%	-8%	9%
COC(=O)CCC(=O)Nc1ccc(Br)cc1	-10%	6%	-6%	-1%	-1%	-4%	-6%	-2%
Cc1cc(C)n(-c2ccc(S(=O)(=O)N3CCOCC3)cc2[N+](=O)[O-])n1	7%	6%	0%	-1%	-2%	-24%	2%	-11%
CCCCC(CC)COC(=O)c1ccc(N(C)C)cc1 (centres undefined)	.	.	.	2%[201 µM]	-9%	0%&6%	-1%[201 µM]	26%
O=C(CSc1ncc2c(n1)-c1ccccc1N(Cc1ccccc1)S2(=O)=O)Nc1ccccc1	9%	?	.	0%	.	.	2%	.
COC(=O)c1ccc(NC(=O)Cc2ccc(C)cc2)cc1	4%	-9%	2%	1%	i	5%	-18%	.
O=C(CC1SC(=O)NC1=O)Oc1ccc(/C=N/NC(=O)c2ccccc2O)cc1 (centres undefined)	-11%	-10%	?	-3%	-1%	8%	-7%	-5%
COc1ccc(NC(=O)c2cc(C)on2)cc1OC	-9%	1%	0%	-2%	-4%	11%	-9%	.
COC/C=C/C1=CC2=CC(=O)C(C)(OC(=O)c3cnc4ccccc4n3)C(=O)C2=CN1Cc1ccc2c(c1)OCO2 (centres undefined)	?	-1%[11.6 µM]	-22%[11.4 µM]	-4%[11.2 µM]	-9%[11.5 µM]	5%[14.2 µM]	-3%[11.2 µM]	.
CCOc1cccc(C2c3[nH]c4ccccc4c3CCN2C(=O)CCc2ccccc2)c1 (centres undefined)	-1%	2%	.	-2%	.	.	0%	.
COc1ccc(NC(=O)CN(C)C(C)C(=O)N2CCCCC2)cc1 (centres undefined)	-8%	?	?	1%	-9%	-7%	0%	.
C[C@@H]1CCC2[C@](C)(CO)[C@@H](O)CC[C@]2(C)[C@]12CCC(CO)(CCO)O2 (some centres undefined)	6%	2%	3%	-4%	-2%	5%	-2%	.
COc1cc(NC(=O)c2ccccc2Cl)ccc1NC(=O)c1ccco1	-4%	-3%	4%	-3%	-5%	-1%	-20%	-4%
CC(=O)c1cccc(NC(=O)c2ccc3nc(Cc4ccccc4)oc3c2)c1	-9%	?	.	-28%	.	.	6%	.
COc1ccc(/C=C/C(=O)NCCCn2ccnc2)cc1	1%	7%	6%	2%	-8%	2%	-9%	-11%
CCOc1ccccc1NC(=O)C1=C(C)Nc2ncnn2C1c1ccc(C)o1 (centres undefined)	-1%	2%	.	-5%	.	.	2%	.
CN1C(=O)OC(C)(CCc2ccccc2)C1(C)O (centres undefined)	12%	-5%	0%	-4%	i	3%	-1%	48%[activator]
CC1Cc2nc(SCC(=O)NCc3ccccc3)n(Cc3ccccc3)c(=O)c2S1 (centres undefined)	-8%	5%	3%	1%	-14%	5%	-18%	-7%
CCS(=O)(=O)c1ccc(O)c(NC(=O)COc2ccc(Cl)cc2)c1	4%	1%	-3%	2%	i	3%	-4%	-1%
CCn1c(SCC(=O)NCc2ccco2)nc2ccccc2c1=O	-21%	1%	?	0%	?	11%	-3%	-3%
Cc1ccc(N2C(=O)CC(Nc3ccccc3)C2=O)cc1 (centres undefined)	-12%	-3%	4%	0%	-1%	-3%	-5%	.
Cc1ccc(/C=N/N2CCOCC2)s1	-7%	-6%	0%	-7%	-1%	5%	-9%	28%
CCCCNC(=O)c1onc(CSc2ccccc2)c1C(=O)O	-1%	-4%	-10%	-4%	-12%	7%	-11%	12%
COc1cccc2cc(C(=O)NCCC3=CCCCC3)c(=O)oc12	?	-2%	?	-3%	-5%	-5%	-1%	2%
CC1Cc2nc(SCC(=O)NC3CCCCC3)n(C)c(=O)c2S1 (centres undefined)	?	-3%	?	-1%	0%	11%	-8%	-6%
CCC(Sc1nc2ccccc2c2nc(CCc3c(C)n[nH]c3C)nn12)C(=O)Nc1ccc(F)cc1 (centres undefined)	-7%	-11%	.	-3%	.	.	-4%	.
CCOc1cc(C(=O)OCC(=O)Nc2ncc(Cl)c(C)c2Cl)ccc1OCC(=O)N1CCOCC1	-9%	8%	?	3%	-7%	.	6%	0%
Cc1nn2c(CN(C(=O)CN3CCOCC3)c3ccccc3)nnc2c2ccccc12	-5%	-3%	6%	2%	1%	-4%	-4%	-18%
CC1(OC(=O)c2cnc3ccccc3n2)C(=O)C=C2C=C(c3ccsc3)OC=C2C1=O (centres undefined)	-2%	-4%	10%	-2%	i	-12%	5%	.
Cc1ccc(S(=O)(=O)c2c(C)cc(C)nc2N2CCCCC2)cc1	-9%	-1%	-5%	-1%	i	9%	2%	?

Bioassay records deposited in PubChem BioAssay by National Center for Advancing Translational Sciences (NCATS).
